CYP2C9 inh: blocks human cytochrome P450 2C9 | CYP2C9 Supersomes, luciferin-H conversion, luminescence | inhibition, % at 5 µM | actives 20% (n = 96,000) | AID 777;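 active = blocking of liver enzyme CYP2C9 beyond about 50% at 5 µM, limit read from the data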; also: values of inactives mirror those of a sister screen read the other way
Target sequence (P11712 whole entry, looked up): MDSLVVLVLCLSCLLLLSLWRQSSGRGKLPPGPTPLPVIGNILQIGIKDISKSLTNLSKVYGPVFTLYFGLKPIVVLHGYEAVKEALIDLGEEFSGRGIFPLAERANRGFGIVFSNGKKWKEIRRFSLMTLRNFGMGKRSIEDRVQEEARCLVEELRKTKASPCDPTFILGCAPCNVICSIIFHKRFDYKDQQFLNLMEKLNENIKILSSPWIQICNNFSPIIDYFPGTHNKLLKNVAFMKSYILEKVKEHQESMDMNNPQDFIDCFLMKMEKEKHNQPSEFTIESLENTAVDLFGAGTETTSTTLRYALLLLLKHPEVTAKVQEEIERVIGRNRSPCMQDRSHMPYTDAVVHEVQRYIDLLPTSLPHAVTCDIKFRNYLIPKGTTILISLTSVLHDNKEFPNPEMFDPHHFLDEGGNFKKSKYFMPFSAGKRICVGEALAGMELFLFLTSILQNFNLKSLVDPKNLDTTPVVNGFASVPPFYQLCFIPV
CYP2C9 activ: CYP2C9 (human) activation | recombinant CYP2C9, luciferin-H conversion, luminescence; active compounds read high; factor 1 = untreated enzyme, 0 = blocked | activation factor at 5 µM | actives 1.4% (n = 96,000) | AID 1024;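 active = activation factor of 2 or more for CYP2C9 at a 5 µM dose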;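 also: 0 = sulfaphenazole-blocked wells and 1 = vehicle-only wells; values of inactives mirror those of a sister screen read the other way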
PLAP act: human PLAP activation; P05187; purified PLAP enzyme, luminescent substrate read-out; active compounds read high; activation fold at 20 µM; actives 1.2% (n = 96,000); AID 696; in the data active = activation fold above about 2
EphB4 antag: EphB4-ephrin-B2 interaction antagonism; EphB4 LBD / TNYL-RAW-Alexa532 peptide, fluorescence polarization; actives 0.15% (n = 97,000); inhibition, % at 7 µM;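 active = inhibition above the screen-wide mean inhibition plus 3 SD, cut at about 15% in these data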;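 also: 0% = DMSO wells and 100% = excess unlabeled TNYL-RAW peptide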
HIV Rev-RRE inh: HIV Rev-RRE protein-RNA interaction inhibition; P05866; Rev peptide-RRE RNA binding, FRET; inhibition, % at 8 µM; actives 0.79% (n = 97,000);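 active = inhibition above the screen-wide mean plus 3 SD, cut at about 35% in these data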;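 also: 0% = median DMSO wells and 100% = median Neomycin B control wells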
Target sequence (P05866 whole entry, looked up): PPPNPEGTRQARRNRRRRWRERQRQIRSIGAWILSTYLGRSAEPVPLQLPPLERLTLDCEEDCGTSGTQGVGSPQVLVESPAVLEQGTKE
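Assay system: Rev peptide and RRE RNA, both fluorescently labelled; times: 5 min preincubation and 15 min binding, 25 °C; detection: FRET, ex 480 nm, em 540 and 671 nm; read-out basis: % inhibition from 671/540 nm acceptor-to-donor ratio, scaled between controls; benchmarks: DMSO low control, neomycin B high control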
CYP2C19 act: increases human CYP2C19 enzyme activity; AID 1025; activation factor at 5 µM; recombinant CYP2C19, luciferin-H EGE luminescence; active compounds read high; 0 = fully inhibited enzyme, 1 = untreated enzyme; P33261; 96,000 tested, under 10 active;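 active = activation factor of at least 2 at 5 µM in the primary screen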;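 also: 0 = wells with 2.5 mM tranylcypromine and 1 = vehicle-only wells; values of inactives mirror those of a sister screen read the other way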
Target sequence (P33261 whole entry, looked up): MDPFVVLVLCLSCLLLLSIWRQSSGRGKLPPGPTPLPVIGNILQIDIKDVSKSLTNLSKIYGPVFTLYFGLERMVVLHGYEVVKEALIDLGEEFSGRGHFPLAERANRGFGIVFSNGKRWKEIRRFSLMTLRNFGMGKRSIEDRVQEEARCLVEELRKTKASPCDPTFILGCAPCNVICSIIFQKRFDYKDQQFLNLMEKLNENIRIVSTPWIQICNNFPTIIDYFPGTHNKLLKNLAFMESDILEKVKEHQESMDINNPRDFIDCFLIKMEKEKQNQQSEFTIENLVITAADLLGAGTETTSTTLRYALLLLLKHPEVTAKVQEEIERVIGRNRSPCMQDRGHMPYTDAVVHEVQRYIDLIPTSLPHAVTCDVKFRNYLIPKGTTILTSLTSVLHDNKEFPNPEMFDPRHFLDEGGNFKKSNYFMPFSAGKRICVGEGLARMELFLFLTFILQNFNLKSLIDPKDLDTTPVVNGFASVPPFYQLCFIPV
PLK1 PBD inh: Plk1 (human) PBD binding inhibition. P53350. inhibition, %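 (tested at about 20 µM)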. actives 0.13% (n = 97,000). Plk1 PBD phosphopeptide binding, fluorescence polarization; in the data active = inhibition above about 34%, passing the limit was not always enough
CYP2C19 inhib: blocks human cytochrome P450 2C19; P33261; CYP2C19 Supersomes, luciferin-H EGE luminescence, 30 min; inhibition, % at 5 µM; actives 21% (n = 96,000); AID 778;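 active = CYP2C19 inhibition above a set limit at 5 µM in the primary screen, cut at about 50% in these data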;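 also: plate controls were negative control wells for no effect and 2.5 mM tranylcypromine positive control for full effect; values of inactives mirror those of a sister screen read the other way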
PLK1 kinase inh: blocks human PLK1 kinase activity. P53350. recombinant PLK1 kinase, TR-FRET peptide phosphorylation. inhibition, % at 10 µM. actives 0.53% (n = 97,000). AID 619;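 active = inhibition of 50% or more in the single-concentration screen; inactive = inhibition below 50%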;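 also: 0% = DMSO max control and 100% = H-89 dihydrochloride min control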
* = called active by the depositor. Rows are unselected (roughly 29% active in at least one column).

How did CC(=O)NC1C(=O)N(CC(C)C)c2ccccc21 (stereo unspecified) do in these assays?
CYP2C9 inh: 1.5; CYP2C9 activ: 1; PLAP act: 0.9; EphB4 antag: 5.8; HIV Rev-RRE inh: 7.3; CYP2C19 act: 0.9; PLK1 PBD inh: -5.4; CYP2C19 inhib: 8.6; PLK1 kinase inh: -3.7

Results for Clc1ccc2c(c1)C1=C(C(c3ccncc3)O2)C(c2ccc(Br)cc2)n2ncnc2N1 (stereo unspecified) ?
CYP2C9 inh: 82.0*; CYP2C9 activ: 0.2; PLAP act: 1.1; EphB4 antag: 3.4; HIV Rev-RRE inh: -1.1; CYP2C19 act: 0.1; PLK1 PBD inh: -10.9; CYP2C19 inhib: 86.1*; PLK1 kinase inh: -7.8

What do the screens show for `NS(=O)(=O)c1ccc(CCNc2cc(=O)n(Cc3ccc(F)cc3)c(=O)[nH]2)cc1`?
CYP2C9 inh: 9.4; CYP2C9 activ: 0.9; PLAP act: 0.7; CYP2C19 act: 1; CYP2C19 inhib: 2.5

What do the screens show for `Cc1ccc(-n2c(C)nc3c(cnn3-c3ccccc3Cl)c2=O)cc1C`?
CYP2C9 inh: 14.7; CYP2C9 activ: 0.9; PLAP act: 1; EphB4 antag: 0.7; HIV Rev-RRE inh: 1.8; CYP2C19 act: 0.4; PLK1 PBD inh: -26.4; CYP2C19 inhib: 58.8*; PLK1 kinase inh: -3.2

What do the screens show for `COC(=O)C1(S(=O)(=O)C2(C(=O)OC)CCCC2)CCCC1`?
CYP2C9 inh: 8.4; CYP2C9 activ: 0.9; PLAP act: 1.3; EphB4 antag: -6.1; HIV Rev-RRE inh: -0.8; CYP2C19 act: 0.3; PLK1 PBD inh: 11.3; CYP2C19 inhib: 65.4*; PLK1 kinase inh: -5.2

Results for Cc1cc(S(=O)(=O)Nc2cccnc2)c(C)s1 ?
CYP2C9 inh: 24.3; CYP2C9 activ: 0.8; PLAP act: 1.1; EphB4 antag: -0.6; HIV Rev-RRE inh: 5.4; CYP2C19 act: 0.6; PLK1 PBD inh: -3.9; CYP2C19 inhib: 41.6; PLK1 kinase inh: 0.3

What do the screens show for `CCOC(=O)N1CCN(Cc2nc3c(c(=O)n(C)c(=O)n3C)n2CCC(C)C)CC1`?
CYP2C9 inh: 31.0; CYP2C9 activ: 0.7; PLAP act: 1.5; EphB4 antag: -0.1; HIV Rev-RRE inh: -1.4; CYP2C19 act: 1; PLK1 PBD inh: -34.1; CYP2C19 inhib: 4.1; PLK1 kinase inh: 8.5

Results for Cn1nc(CC(=O)NC2CCCCCC2)c2ccccc2c1=O ?
CYP2C9 inh: -4.7; CYP2C9 activ: 1; PLAP act: 1; EphB4 antag: -0.9; HIV Rev-RRE inh: 4.5; CYP2C19 act: 0.9; PLK1 PBD inh: -14.2; CYP2C19 inhib: 14.3; PLK1 kinase inh: -12.2

What do the screens show for `Cc1ccc(-c2n[nH]c(=S)n2/N=C/c2cc3c(cc2[N+](=O)[O-])OCO3)cc1`?
CYP2C9 inh: 18.0; CYP2C9 activ: 0.8; PLAP act: 1; EphB4 antag: -8.6; HIV Rev-RRE inh: -7.9; CYP2C19 act: 1; PLK1 PBD inh: -14.4; CYP2C19 inhib: 0.8; PLK1 kinase inh: -4.5

How did c1cc(-c2nn[nH]n2)ccc1CN1CCCCC1 do in these assays?
CYP2C9 inh: -10.5; CYP2C9 activ: 1.1; PLAP act: 1; EphB4 antag: 0.7; HIV Rev-RRE inh: 7.0; CYP2C19 act: 1.1; PLK1 PBD inh: -14.5; CYP2C19 inhib: -11.4; PLK1 kinase inh: -8.1

What do the screens show for `O=C(Nc1ccn(Cc2ccccc2F)n1)c1ccc(COc2ccccc2Cl)cc1`?
CYP2C9 inh: 85.6*; CYP2C9 activ: 0.1; PLAP act: 1.1; EphB4 antag: 3.9; HIV Rev-RRE inh: 17.9; CYP2C19 act: 0.2; PLK1 PBD inh: 6.1; CYP2C19 inhib: 79.0*; PLK1 kinase inh: -9.5

How did CCC1Sc2ccccc2N(CC(=O)NCc2ccc3c(c2)OCO3)C1=O (stereo unspecified) do in these assays?
CYP2C9 inh: 40.1; CYP2C9 activ: 0.6; PLAP act: 0.8; CYP2C19 act: 0.3; CYP2C19 inhib: 71.8*

What do the screens show for `Fc1ccc(CSc2nnc(-c3cnccn3)n2Cc2ccco2)cc1`?
CYP2C9 inh: 77.3*; CYP2C9 activ: 0.2; PLAP act: 0.9; EphB4 antag: 3.5; HIV Rev-RRE inh: 9.7; CYP2C19 act: 0.3; PLK1 PBD inh: -11.0; CYP2C19 inhib: 70.4*; PLK1 kinase inh: 6.5

How did C=CCn1c(-c2ccc3[nH]c(C)c(C)c3c2)n[nH]c1=S do in these assays?
CYP2C9 inh: 31.1; CYP2C9 activ: 0.7; PLAP act: 1.1; EphB4 antag: 3.0; HIV Rev-RRE inh: 3.4; CYP2C19 act: 0.7; PLK1 PBD inh: -20.4; CYP2C19 inhib: 29.1; PLK1 kinase inh: -10.1

What do the screens show for `CCCCC(=O)Nc1nc2ccc3nc(C)sc3c2s1`?
EphB4 antag: 0.4; HIV Rev-RRE inh: -1.4; PLK1 PBD inh: 6.2; PLK1 kinase inh: -23.9

Results for CCC(C(=O)Nc1nccs1)c1ccccc1 (stereo unspecified) ?
CYP2C9 inh: 9.3; CYP2C9 activ: 0.9; PLAP act: 0.9; CYP2C19 act: 0.3; CYP2C19 inhib: 68.9*

How did Cc1ccc(CCNC(=O)C2CCN(S(=O)(=O)c3ccc4c(c3)CCC(=O)N4)CC2)cc1 do in these assays?
CYP2C9 inh: 19.2; CYP2C9 activ: 0.8; PLAP act: 1.1; CYP2C19 act: 1.2; CYP2C19 inhib: -19.3

Results for CC(C)(C)NCCCCOc1ccccc1F ?
CYP2C9 inh: 1.6; CYP2C9 activ: 1; PLAP act: 0.7; EphB4 antag: -0.9; HIV Rev-RRE inh: 4.5; CYP2C19 act: 1; PLK1 PBD inh: 15.9; CYP2C19 inhib: -1.8; PLK1 kinase inh: -1.4

What do the screens show for `CC(OC(=O)c1cc(=O)[nH]c2ccccc12)c1ccccc1` (stereo unspecified)?
CYP2C9 inh: 54.0*; CYP2C9 activ: 0.5; PLAP act: 0.9; EphB4 antag: 0.5; HIV Rev-RRE inh: 11.4; CYP2C19 act: 0.6; PLK1 PBD inh: -21.4; CYP2C19 inhib: 38.3; PLK1 kinase inh: 1.9

Results for Cc1ccc(C(=O)C2=C(O)C(=O)N(CCCN3CCOCC3)C23C(=O)N(C)c2ccccc23)o1 (stereo unspecified) ?
CYP2C9 inh: 0.0; CYP2C9 activ: 1; PLAP act: 1.1; EphB4 antag: -0.6; HIV Rev-RRE inh: 9.8; CYP2C19 act: 1.1; PLK1 PBD inh: 10.0; CYP2C19 inhib: -7.1; PLK1 kinase inh: -3.8

How did COc1ccc(-n2nnnc2S(=O)(=O)Cc2ccc(C(=O)O)cc2)cc1 do in these assays?
CYP2C9 inh: -0.4; CYP2C9 activ: 1; PLAP act: 1.3; EphB4 antag: 0.2; HIV Rev-RRE inh: 7.0; CYP2C19 act: 1.1; PLK1 PBD inh: -11.5; CYP2C19 inhib: -6.7; PLK1 kinase inh: -5.2

How did CCOC(=O)CN(Cc1ccc(OC)c(OC)c1)S(=O)(=O)c1ccc(OC)cc1 do in these assays?
CYP2C9 inh: 64.0*; CYP2C9 activ: 0.4; PLAP act: 1.4; EphB4 antag: 4.0; HIV Rev-RRE inh: 11.3; CYP2C19 act: 0.2; PLK1 PBD inh: 7.6; CYP2C19 inhib: 81.1*; PLK1 kinase inh: 7.0

How did Cc1cccc(C(=O)NNC(=O)c2ccc(Cl)cc2)c1O do in these assays?
CYP2C9 inh: -191.0; CYP2C9 activ: 2.9*; PLAP act: 1.5; EphB4 antag: 0.8; HIV Rev-RRE inh: 1.2; CYP2C19 act: 0.5; PLK1 PBD inh: -29.2; CYP2C19 inhib: 50.3*; PLK1 kinase inh: -15.2

How did O=C(COc1ccccc1)Nc1ccc(S(=O)(=O)N2CCOCC2)cc1 do in these assays?
CYP2C9 inh: 18.0; CYP2C9 activ: 0.8; PLAP act: 0.7; EphB4 antag: 6.5; HIV Rev-RRE inh: 7.4; CYP2C19 act: 1; PLK1 PBD inh: 40.3*; CYP2C19 inhib: 1.0; PLK1 kinase inh: -6.1

What do the screens show for `Cc1cccc(N2CCN(C(=O)c3ccc(CS(=O)(=O)c4ccccc4C)o3)CC2C)c1` (stereo unspecified)?
CYP2C9 inh: 84.5*; CYP2C9 activ: 0.2; PLAP act: 1.4; EphB4 antag: -5.1; HIV Rev-RRE inh: 0.3; CYP2C19 act: 0.4; PLK1 PBD inh: 5.8; CYP2C19 inhib: 57.5*; PLK1 kinase inh: -10.7

Results for CN(C)S(=O)(=O)c1cccc(C(=O)OCC(=O)Nc2sccc2C(N)=O)c1 ?
EphB4 antag: 4.0; HIV Rev-RRE inh: 1.8; PLK1 PBD inh: 7.1; PLK1 kinase inh: -3.1

What do the screens show for `CCn1c(SCc2ccc(C)cc2)nnc1-c1cnccn1`?
CYP2C9 inh: 4.9; CYP2C9 activ: 1; PLAP act: 0.9; EphB4 antag: -4.8; HIV Rev-RRE inh: -2.5; CYP2C19 act: 0.5; PLK1 PBD inh: 26.2; CYP2C19 inhib: 48.9; PLK1 kinase inh: 3.4

Results for O=C(Oc1cc(=O)oc2ccccc12)c1ccco1 ?
CYP2C9 inh: 3.1; CYP2C9 activ: 1; PLAP act: 1.1; EphB4 antag: 1.4; HIV Rev-RRE inh: -0.2; CYP2C19 act: 1; PLK1 PBD inh: 0.6; CYP2C19 inhib: 1.3; PLK1 kinase inh: -6.2

Results for COc1cc(Cl)cc(C2NC(=O)NC(C)=C2C(C)=O)c1OCC(=O)O (stereo unspecified) ?
CYP2C9 inh: 6.9; CYP2C9 activ: 0.9; PLAP act: 1.4; EphB4 antag: -3.5; HIV Rev-RRE inh: 2.8; CYP2C19 act: 1.1; PLK1 PBD inh: 2.8; CYP2C19 inhib: -13.8; PLK1 kinase inh: -0.1

How did Cc1[nH]nc2c1C(c1ccsc1C)C(C#N)=C(N)O2 (stereo unspecified) do in these assays?
CYP2C9 inh: 10.5; CYP2C9 activ: 0.9; PLAP act: 0.8; EphB4 antag: 4.8; HIV Rev-RRE inh: 5.8; CYP2C19 act: 0.9; PLK1 PBD inh: 9.9; CYP2C19 inhib: 12.2; PLK1 kinase inh: 61.5*

Results for CSc1nc(N)nc(-c2cccs2)c1C#N ?
CYP2C9 inh: 57.7*; CYP2C9 activ: 0.4; PLAP act: 0.7; EphB4 antag: -5.2; HIV Rev-RRE inh: 6.5; CYP2C19 act: 0.2; PLK1 PBD inh: -1.7; CYP2C19 inhib: 78.0*; PLK1 kinase inh: -4.6

What do the screens show for `c1ccc(SCc2nc(-c3ccccn3)no2)cc1`?
CYP2C9 inh: 44.7; CYP2C9 activ: 0.6; PLAP act: 0.8; EphB4 antag: 0.6; HIV Rev-RRE inh: -3.5; CYP2C19 act: 0.2; PLK1 PBD inh: -27.0; CYP2C19 inhib: 75.9*; PLK1 kinase inh: -5.3

What do the screens show for `Cc1ccc(CN2CCN(CC(=O)NCCCN3CCN(c4ccc(F)cc4)CC3)C2=O)cc1`?
CYP2C9 inh: 21.4; CYP2C9 activ: 0.8; PLAP act: 1.6; EphB4 antag: 1.1; HIV Rev-RRE inh: 9.7; CYP2C19 act: 0.8; PLK1 PBD inh: 11.8; CYP2C19 inhib: 18.9; PLK1 kinase inh: -9.3
